DUSP3 inh – inhibitors of human VHR1 phosphatase (DUSP3); P51452; inhibition, % at 20 µM; actives 0.7% (n = 50,000); recombinant VHR phosphatase, colorimetric substrate read-out; in the data active = inhibition above about 60%; also: some results filed as inactive read as strong as hits
Target sequence (P51452 whole entry, looked up): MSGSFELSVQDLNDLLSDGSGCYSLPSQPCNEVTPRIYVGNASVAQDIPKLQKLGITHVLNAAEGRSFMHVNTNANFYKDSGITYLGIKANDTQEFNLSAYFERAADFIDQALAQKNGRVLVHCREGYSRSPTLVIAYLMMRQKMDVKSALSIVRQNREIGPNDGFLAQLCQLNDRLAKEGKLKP
Active calls of the source: *.

SMILES	DUSP3 inh
COc1cc(C(O)c2nc3ccccc3n2C)cc(OC)c1OC (centres undefined)	-5
Cc1occc1C(=O)N1CCCc2ccccc21	-19
Cc1ccc(C2=CC(=O)N(c3cccc(C(F)(F)F)c3)C2=O)cc1	-43
CC(=O)N1CCN(c2ccc([N+](=O)[O-])c(NC3CC3)c2)CC1	-20
Cc1ccc(S(=O)(=O)N/N=C/c2ccccc2C(F)(F)F)cc1	-29
CC(C)Oc1ccc(C2CC(=O)N(c3cccc(Br)c3)C2=O)cc1 (centres undefined)	10
CN1CCN(C(=O)c2cc3nc(-c4cccs4)cc(C(F)(F)F)n3n2)CC1	-25
N/C(=N\OC(=O)C1CCCCC1)c1cccc([N+](=O)[O-])c1	-27
Cc1nnc(SCC(=O)Nc2ccc3c(c2)C(=O)c2ccccc2C3=O)s1	-9
O=C1NC(=O)N(c2ccc3c(c2)OCO3)C(=O)/C1=C/c1ccc(I)o1	8
CCOc1ccc(C(=O)Nc2ccc(I)cc2Cl)cc1Cl	-2
CCc1cccc(C)c1NC(=O)C1CC=CCC1C(=O)O (centres undefined)	-4
COc1cc(OC)c(OC)cc1CN1CCN(S(C)(=O)=O)CC1	-19
O=C1NC(=S)NC(=O)C1=Cc1cc2c(cc1Cl)OCO2	-9
O=C(Nc1ccc(Cl)cc1)Nc1nnc(Cc2cccc(Br)c2)s1	-24
CC(=O)Nc1ccc(S(=O)(=O)Nc2ccc(Br)c(Cl)c2)cc1	-8
COc1ccc(C(O)(CNCc2ccccc2)c2ccc(Br)cc2)cc1 (centres undefined)	-6
COc1ccc(N2CCSC2c2ccco2)cc1 (centres undefined)	-9
COc1ccc(OCC(O)Cn2c(C)nc3ccccc32)cc1 (centres undefined)	22
CCCOc1ccc(C(=O)Nc2ncc(Cc3ccccc3Cl)s2)cc1	-19
Cc1ccc(Cl)c(OCCCN2CCOCC2)c1	9
COc1cc(N)ccc1-n1c(C)ccc1C	70*
COC(=O)c1ccc(/C=N/NC(=O)COc2ccc(C(C)(C)CC(C)(C)C)cc2[N+](=O)[O-])cc1	-4
O=C(Nc1nc2ccccc2s1)c1ccncc1	-1
Cc1ccc(O)c(C2=NOC(O)(C(F)(F)F)C2)c1 (centres undefined)	-3
Cc1ccc(OC2=NS(=O)(=O)c3ccccc32)cc1	-26
CCOc1ccc2nc(SCC(=O)Nc3ccc(CC)cc3)sc2c1	8
COc1ccc(N(CC(=O)N2CCOCC2)S(=O)(=O)c2ccc(C)cc2)c(OC)c1	-6
COc1ccc(Cc2cnc(NC(=O)c3ccc(C)cc3)s2)cc1	-8
O=C(N/N=C/c1cccc(Cl)c1Cl)c1cc(Br)ccc1O	-9
COc1cc(NC(=O)COc2ccc(Cl)cc2Cl)c2ncccc2c1	-13
COc1ccc(CN2CCN(C3CC4CCC3C4)CC2)c(OC)c1OC (centres undefined)	-7
Cc1ccc(-n2c(C)cc(C=C3C(=O)NC(=S)NC3=O)c2C)cc1C	16
COC(=O)CN(C(C)=O)C(c1ccccc1)c1cc(Br)ccc1NC(=O)c1ccccc1Cl (centres undefined)	7
O=C(c1ccco1)N1CCc2ccccc21	-1
CCOC(=O)CC(C(=O)OCC)P(=O)(c1ccccc1)c1ccccc1 (centres undefined)	-21
CCC(=O)N1N=C(C)CC1(O)c1ccccc1 (centres undefined)	1
COc1cc(C(=O)NC(NC(=S)Nc2ccc(NC(C)=O)cc2)C(Cl)(Cl)Cl)cc(OC)c1OC (centres undefined)	41
CC(NC(=O)c1ccccc1)C(=O)OCC(=O)Nc1ccc(S(N)(=O)=O)cc1 (centres undefined)	-33
O=C1NC(=O)N(c2ccc(Cl)cc2)C(=O)/C1=C/c1ccc(Oc2ccc([N+](=O)[O-])cn2)cc1	-8
O=C(NCC1(c2ccccc2)CCCC1)c1cc2ccccc2o1	-7
CC(C)=NNC(=O)C(C)Sc1ccccc1 (centres undefined)	-2
O=C1C2C(C(=O)N1c1cc(C(F)(F)F)ccc1Cl)C1C=CC2C12CC2 (centres undefined)	18
COc1cccc(N2C(=O)C3C4C=CC(C4=C4CCCCC4)C3C2=O)c1 (centres undefined)	-4
CCOC(=O)CSc1nc(-c2ccccc2)cc(-c2ccccc2)n1	0
Cc1cccc(-n2c(C)nc3ccccc3c2=O)n1	8
Cc1cc(Cl)ccc1OCC(=O)Nc1sc2c(c1C(N)=O)CCC(C)C2 (centres undefined)	-4
CCCc1ccc2c(N)c(C(=O)c3ccc(Cl)cc3)sc2n1	-34
COc1ccc(/C=C/C(=O)Nc2cc(C)ccc2C)cc1	-3
CC(=O)C1C(=O)CC(C)(O)C(C(C)=O)C1c1ccc(N(C)C)cc1 (centres undefined)	5
Cc1ccc2c(Cl)c(C(=O)O)sc2c1	-8
CC(C)c1ccc(N2C(=O)CC(=O)NC2=O)cc1	-9
COc1ccc(C=Nc2cccc(-c3cnc[nH]3)c2)cc1	2
O=C(Nc1ccccc1C(=O)Nc1ccc(Cl)cc1)c1ccco1	3
CCOC(=O)c1ccc(-c2ccc(/C=C3/C(=O)NN(c4ccc(F)cc4)C3=O)o2)cc1	11
Cc1ccc(N(CC(=O)N=Nc2c(O)[nH]c3ccccc23)S(=O)(=O)c2ccccc2)cc1	75
CN(c1ccc(C(=O)NCCSCc2ccccc2)cc1)S(=O)(=O)c1ccccc1	-15
O=C1c2ccccc2C(=O)N1CCCCN(C(=O)c1cc2ccccc2oc1=O)c1ccc(F)cc1F	-11
C=C(C)CSc1nc(SCC(=C)C)c2c3c(sc2n1)COC(C)(C)C3	-5
CCOc1ccc(NC(=O)CN(c2ccc(OC)cc2)S(C)(=O)=O)cc1	4

(more compounds)
SMILES	DUSP3 inh
O=[N+]([O-])c1ccc(OCCCCNCCO)cc1	2
Cc1ccc(/C(O)=C2\C(=O)C(=O)N(CCCC(=O)O)C2c2ccc(F)cc2)cc1 (centres undefined)	0
CCCn1c(C(O)c2cccc(OC)c2)nc2ccccc21 (centres undefined)	-1
CC(=O)NC1=NC(=O)/C(=C\c2ccc(Br)o2)S1	81*
COc1ccc(S(=O)(=O)N2CCN(C3CCCCCC3)CC2)cc1	0
O=C1NC(=Nc2ccc(F)cc2)SC1Cc1cccc(Cl)c1 (centres undefined)	0
Cc1ccc(C(C)C)c(OCCOc2cccc(/C=C3/SC(=S)N(C)C3=O)c2)c1	3
COc1ccc(OC)c(NC(=O)C(=O)NCc2ccc(C)cc2)c1	1
O=C(/C=C/c1ccco1)Nc1ccc(-c2nc3ccccc3s2)c(O)c1	75*
CC1=C(C(=O)OCCc2ccccc2)C(c2cccc([N+](=O)[O-])c2)NC(=O)N1C (centres undefined)	2
Cc1ccc(C(=O)O/N=C(\N)Cc2cccc3ccccc23)cc1[N+](=O)[O-]	4
COCCNC(=O)C(=O)Nc1cc(Cl)ccc1C	-8
Cc1ccc(-c2nc3ccccc3o2)cc1NC(=O)C(Cl)(Cl)Cl	12
O=C(O)c1c[nH]c2c(ccc3ccccc32)c1=O	73
COc1ccc(CCNC(=S)NC(=O)c2ccccc2)cc1OC	23
O=C(N=Nc1c(O)[nH]c2ccc(Br)cc12)c1ccc([N+](=O)[O-])cc1	-1
COc1ccc(S(=O)(=O)N2CCN(C(=O)COc3ccc(Cl)cc3)CC2)cc1	4
CC(C)(C)c1ccc(C(=O)NNC(=O)c2ccncc2)cc1	-39
CC(C)c1ccc(/C=C2\SC(=S)NC2=O)cc1	-15
O=C(c1cccs1)N1CCCCCC1	-2
CCOC(=O)c1cnn(Cc2cccc(Cl)c2)c1C	-47
COc1ccc(-n2nnnc2C(=Cc2ccc(N(C)C)cc2)c2nnnn2-c2ccc(OC)cc2)cc1	-3
O=C(Nc1ccc(Br)cc1)c1ccccc1[N+](=O)[O-]	-16
CC1CCCC(C)N1C(=O)c1nn2c(c1Cl)NC(c1cccs1)CC2C(F)(F)F (centres undefined)	-10
COc1ccc(OC)c(/C=N/NC(=O)c2c[nH]c3ccccc23)c1	-23
Oc1ccc(/C=N/Nc2nncc(-c3ccccc3)n2)cc1	-22
O=C(N/N=C/c1ccc(OC(=O)c2ccc([N+](=O)[O-])cc2)cc1)c1cccnc1	-18
COc1cccc(/C=C2\SC(=O)N(CCC(=O)NNC(=O)c3cccc(Cl)c3)C2=O)c1	-31
Cc1cc(/C=N/NC(=O)Cc2cccc(C(F)(F)F)c2)c(C)n1-c1cccc(C(=O)O)c1	23
CS(=O)(=O)N(CC(=O)Nc1ccccc1Br)c1ccc(Cl)cc1	-10
Cc1nnc(C)n1/N=C/c1ccccc1O	-13
O=C(CC(c1ccccc1)c1ccccc1)N1CCN(c2ccccc2)CC1	-5
CCOc1ccc(S(=O)(=O)n2cnc(C)c2)c2ccccc12	26
CC(=O)C12c3ccccc3C(c3ccccc31)C1C(=O)NC(=O)C12 (centres undefined)	7
COc1cc(NC(=O)c2ccccc2Cl)cc(OC)c1	-22
CCOC(=O)c1c(CN2CCCCC2)n(C)c2cc(Br)c(O)cc12	-12
COc1ccc(N(CC(=O)Nc2cc(C)ccc2C)S(C)(=O)=O)c(OC)c1	-45
Cc1cc2nc(-c3cc(NC(=O)/C=C/c4ccccc4)ccc3O)oc2cc1C	-2
COc1ccc(/C(O)=C2/C(=O)C(=O)N(CCCCCC(=O)O)C2c2ccc([N+](=O)[O-])cc2)cc1 (centres undefined)	1
Cc1ccc(-c2[nH]n3c(=O)c4c(nc3c2C)CCC4)cc1	-8
CCc1ccccc1N(CC(=O)Nc1cccc(OC)c1)S(C)(=O)=O	-9
CCOc1cc(/C=C2\SC(=S)N(NC(=O)c3ccc([N+](=O)[O-])cc3)C2=O)ccc1O	-25
COc1ccc(C(=O)N2CCN(C(=O)c3cccc(F)c3)CC2)cc1OC	-9
O=C(N/N=C1\CC2CCC1C2)c1ccc(Cl)cc1Cl (centres undefined)	-28
COc1ccc(S(=O)(=O)Nc2cccnc2)cc1	0
Cc1c(NS(=O)(=O)c2cc(Cl)ccc2Cl)cccc1[N+](=O)[O-]	-20
Nc1nonc1C(=O)N/N=C/c1cccc(O)c1	-18
Cc1ccc(C(=O)N2CCN(c3ccc(F)cc3)CC2)cc1C	-15
CCC(=O)Nc1nc(C)c(-c2csc(Nc3cc(C)ccn3)n2)s1	-7
O=C(Nc1ccc(Cl)cc1Cl)c1nn2c(c1Br)NC(c1ccccc1)CC2C(F)(F)F (centres undefined)	1
Cc1ccc(OCC(=O)Nc2ccc(F)c([N+](=O)[O-])c2)c(C)c1	-21
CC(=O)N1CCN(c2ccc(NC(=O)COc3ccccc3C)cc2)CC1	-4
Cc1ccc(S(=O)(=O)Nc2cccc([N+](=O)[O-])c2)cc1	-17
Cc1cc(OCCOCCN2CCC(C)CC2)ccc1Cl	4
O=C(N/N=C/c1ccc([N+](=O)[O-])cc1)c1cc(C2CC2)[nH]n1	1
COc1ccccc1/C=C1/SC(=S)N(CCC(=O)Nc2ccccc2)C1=O	-8
N#CC1=C(S)NC(=O)C(C#N)C12CCCCC2 (centres undefined)	81*
O=C(O)c1cc(Br)ccc1NC(=O)C(c1ccccc1)c1ccccc1	2
CC(=O)C1=C(O)CCC1=Nc1ccccc1	-10
Cc1cccc(C)c1OCC(O)Cn1c2ccccc2c2ccccc21 (centres undefined)	-7

Further results follow.
SMILES	DUSP3 inh
CC(C)n1c(C(O)c2ccc(OCc3ccccc3)cc2)nc2ccccc21 (centres undefined)	0
CCOc1cc(/C=N/NC(=O)c2ccncc2)ccc1OC(=O)c1ccco1	-19
O=C(OCc1ccc2c(c1)OCO2)c1ccc(S(=O)(=O)N2CCCCC2)cc1	6
Cc1cc(=O)oc2cc3c(cc12)OCCO3	-4
O=C1NC(=S)N(c2ccc(Br)cc2)C(=O)/C1=C/c1ccc(-c2ccc(C(=O)O)cc2)o1	78*
CN(C)CCCCCCNC(=O)/C=N\O	-4
COc1ccc(OCC(=O)NCCSCc2ccc(Cl)cc2)cc1	-24
O=C1CC(C23CC4CC(CC(C4)C2)C3)=NN1c1ccccc1	82
Cc1ccc(-c2csc(/C(C#N)=C/c3ccsc3)n2)cc1	0
O=C(Nc1ccccc1C(=O)c1ccccc1)c1ccc([N+](=O)[O-])cc1	3
CC(C)=C1C2CCC1C(C(=O)NCCC(c1ccccc1)c1ccccc1)C2C(=O)O (centres undefined)	-24
COc1ccc(C(=O)CSc2nc3c(c(-c4ccc(C)o4)c2C#N)CCCC3)cc1	-6
CC(=O)CCc1oc2ccccc2c1-c1ccccc1	-2
COC(=O)C1=NNC2(C)C(=O)N(c3ccccc3C)C(=O)C12 (centres undefined)	-19

Some of these compounds in order of molecular weight, low to high:
SMILES	DUSP3 inh
CC(=O)C1=C(O)CCC1=Nc1ccccc1	-10
Cc1cc(=O)oc2cc3c(cc12)OCCO3	-4
N#CC1=C(S)NC(=O)C(C#N)C12CCCCC2 (centres undefined)	81*
CC(=O)CCc1oc2ccccc2c1-c1ccccc1	-2
Cc1ccc(S(=O)(=O)Nc2cccc([N+](=O)[O-])c2)cc1	-17
O=C1CC(C23CC4CC(CC(C4)C2)C3)=NN1c1ccccc1	82
COC(=O)C1=NNC2(C)C(=O)N(c3ccccc3C)C(=O)C12 (centres undefined)	-19
Cc1ccc(-c2csc(/C(C#N)=C/c3ccsc3)n2)cc1	0
Cc1cc(OCCOCCN2CCC(C)CC2)ccc1Cl	4
Cc1ccc(OCC(=O)Nc2ccc(F)c([N+](=O)[O-])c2)c(C)c1	-21
Cc1cccc(C)c1OCC(O)Cn1c2ccccc2c2ccccc21 (centres undefined)	-7
O=C(Nc1ccccc1C(=O)c1ccccc1)c1ccc([N+](=O)[O-])cc1	3
COc1ccc(OCC(=O)NCCSCc2ccc(Cl)cc2)cc1	-24
CC(=O)N1CCN(c2ccc(NC(=O)COc3ccccc3C)cc2)CC1	-4
CC(C)n1c(C(O)c2ccc(OCc3ccccc3)cc2)nc2ccccc21 (centres undefined)	0
CCOc1cc(/C=N/NC(=O)c2ccncc2)ccc1OC(=O)c1ccco1	-19
COc1ccccc1/C=C1/SC(=S)N(CCC(=O)Nc2ccccc2)C1=O	-8
O=C(O)c1cc(Br)ccc1NC(=O)C(c1ccccc1)c1ccccc1	2
CC(C)=C1C2CCC1C(C(=O)NCCC(c1ccccc1)c1ccccc1)C2C(=O)O (centres undefined)	-24
COc1ccc(C(=O)CSc2nc3c(c(-c4ccc(C)o4)c2C#N)CCCC3)cc1	-6
O=C1NC(=S)N(c2ccc(Br)cc2)C(=O)/C1=C/c1ccc(-c2ccc(C(=O)O)cc2)o1	78*
O=C(Nc1ccc(Cl)cc1Cl)c1nn2c(c1Br)NC(c1ccccc1)CC2C(F)(F)F (centres undefined)	1

Screens from PubChem BioAssay.

Some of the compounds tested. The share of hits here may be higher or lower than overall.
